# CCT modulator – modulators of cytosolic chaperonin (CCT/TRiC) activity; purified chaperonin ATPase assay, HTRF ADP detection, 30 min; activity change, % (test concentration not listed), hits read low; 360,000 compounds, 0.3% hits; AID 651819; in the data active = activity change below about -30%; note: % is set by controls: 0 for no effect and ±100 for the full control effect
#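 Nucleotide hydrolysis assay: TRiC at 20–40 nM final (set by batch activity) with 10 uM ATP, 30 min at 37 °C, in presence of 76 uM compound. Detection by competitive ADP HTRF, 30 min ambient.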
# IL-2 act – activators of IL-2; activation, % (series mostly up to about 46 µM); IL-2 activation reporter assay, cell-based qHTS; stimulated with anti-CD3/CD4/CD28 beads; in transgenic mouse T cells; 360,000 compounds, 0.065% hits; AID 652025; in the data active = activation above about 50%; inconclusive = mostly about 30% to 49%; note: 0% is about no effect
#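 Using fluorescent plate cytometry, EGFP and DsRed are detected in transgenic mouse T cells stimulated 18 h at 37 degrees C with antibody-coated beads after 60 min compound pretreatment.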
# PI5P4Ka inh – blocks human PI5P4K alpha kinase activity | P48426 | PI5P4Kalpha enzyme, ADP-Glo luminescence, 60 min; active compounds read low | max response, % | 330,000 compounds, 1.2% hits; active = max response of -50% or lower; inconclusive = between -30% and -50%; inactive = -30% or higher; note: value at the top dose of about 77 µM; % is set by controls: 0 for no effect and ±100 for the full control effect
#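 PI5P4Kalpha ADP-Glo assay; 5 microM ATP final; 60 min RT reaction; HEPES pH 7.4/EGTA/CHAPS, 5% DMSO; controls lacking substrate or enzyme; luminescent end-point.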
# EPAC2 ag – activates human EPAC2 exchange factor | Q8WZA2 | EPAC2 activation, biochemical qHTS; response scale: 100% = 6.5 mM cAMP response | Potency, µM (highest dose often 154 µM), without a hit: at the top dose activation, usual class: activators | 360,000 compounds, 0.079% hits | AID 720711; note: potency is the fitted concentration of half-maximal effect; nearly all actives have a fitted effect of over 50% in size
# Target sequence (Q8WZA2 whole entry, looked up): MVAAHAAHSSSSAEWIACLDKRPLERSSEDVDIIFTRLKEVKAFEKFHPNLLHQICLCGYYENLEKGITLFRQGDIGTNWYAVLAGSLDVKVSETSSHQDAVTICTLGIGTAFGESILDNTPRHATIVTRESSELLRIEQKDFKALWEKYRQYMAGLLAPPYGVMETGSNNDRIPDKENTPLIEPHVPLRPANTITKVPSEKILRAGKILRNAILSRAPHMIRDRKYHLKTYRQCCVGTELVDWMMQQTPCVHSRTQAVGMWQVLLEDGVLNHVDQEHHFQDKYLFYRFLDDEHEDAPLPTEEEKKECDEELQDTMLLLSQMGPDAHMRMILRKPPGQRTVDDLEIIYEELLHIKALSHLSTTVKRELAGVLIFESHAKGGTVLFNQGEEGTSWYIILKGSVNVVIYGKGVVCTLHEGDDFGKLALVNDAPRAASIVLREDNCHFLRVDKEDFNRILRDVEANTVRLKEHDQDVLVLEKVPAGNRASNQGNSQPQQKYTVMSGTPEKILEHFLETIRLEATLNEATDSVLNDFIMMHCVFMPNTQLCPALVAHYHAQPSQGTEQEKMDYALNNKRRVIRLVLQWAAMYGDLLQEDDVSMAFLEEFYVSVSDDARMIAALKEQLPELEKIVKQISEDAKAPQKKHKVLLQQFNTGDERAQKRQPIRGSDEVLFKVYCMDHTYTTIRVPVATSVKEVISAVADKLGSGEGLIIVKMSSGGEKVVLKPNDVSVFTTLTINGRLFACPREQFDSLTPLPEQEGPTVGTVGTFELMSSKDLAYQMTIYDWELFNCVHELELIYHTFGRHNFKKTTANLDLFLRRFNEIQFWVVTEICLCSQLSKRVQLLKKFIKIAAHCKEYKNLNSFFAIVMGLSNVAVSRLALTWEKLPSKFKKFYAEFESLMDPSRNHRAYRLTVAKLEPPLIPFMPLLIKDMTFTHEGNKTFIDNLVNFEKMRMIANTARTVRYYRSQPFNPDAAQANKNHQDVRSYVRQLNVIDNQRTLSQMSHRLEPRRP
#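 qHTS, titration series. 100 nM EPAC2 / 250 nM Rap1B-BODIPY-GDP / 50 uM GDP; RT; ex 480/em 540 nm, 5-min reads to 30 min. Norm. to 6.5 mM cAMP = activation.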
# WRN helicase inh – WRN helicase (human) inhibition; WRN helicase unwinding, fluorescent forked duplex, kinetic; Potency, µM (top dose mostly 114 µM), for inactives: at the highest dose activity change, negative = inhibition, actives largely listed as inhibitors; 360,000 compounds, 0.46% hits; note: potency is the fitted concentration of half-maximal effect; % is set by controls: 0 for no effect and ±100 for the full control effect; nearly all actives have a fitted effect of over 55% in size
#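 Kinetic fluorescence helicase assay: unwinding of a quenched forked DNA duplex (100 nM final) with 2 mM ATP final raises red fluorescence (525/598 nm). Compounds sat 15 min at room temperature with 20 nM WRN beforehand.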
# EPAC1 antag – blocks human EPAC1 exchange factor. 360,000 compounds, 0.14% hits. EPAC1 GEF assay, Rap1b-BODIPY-GDP exchange fluorescence. Potency, µM (top dose mostly 115 µM), without a hit: at the highest dose activity change, negative = inhibition, hits mostly inhibitors;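 note: potency is the fitted concentration of half-maximal effect; plate controls were vehicle for no effect and positive control for full effect; nearly all actives have a fitted effect of over 50% in size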
# EPAC1 agonist – activates human EPAC1 exchange factor. Potency, µM (top dose mostly 154 µM), inactives show at the highest dose activation, hits mostly activators. EPAC1 agonist qHTS, biochemical assay; response scale: 100% = response to 6.5 mM cAMP. O95398. 360,000 compounds, 0.073% hits; note: potency is the fitted concentration of half-maximal effect; nearly all actives have a fitted effect of over 60% in size
#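 Multi-concentration qHTS readout: loss of Rap1B-bound BODIPY-GDP fluorescence driven by 100 nM EPAC1 with excess GDP (50 uM), monitored kinetically at room temperature; agonist response expressed relative to 6.5 mM cAMP.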
# PLK1 PBD inh – inhibitors of human PLK1 polo-box domain binding; P53350; Plk1 PBD binding of FITC phosphopeptide, fluorescence polarization; Potency, µM, inactives show max response, negative = inhibition, most hits filed as inhibitors; 360,000 compounds, 2.8% hits; note: potency is the fitted concentration of half-maximal effect; series mostly up to about 57 µM; % is set by controls: 0 for no effect and ±100 for the full control effect; nearly all actives have a fitted effect of over 65% in size
# * = called active by the depositor; ? = inconclusive; . = not tested or not shown; [ ] = another dose, or the depositor's remark. Unless noted, calls come from the whole dose curve; as a rule, active = well fitted curve in the direction sought with a large enough effect; inconclusive = small, poorly fitted or top-dose-only effect, or another doubt; inactive = no such curve, though single readings can be large; an effect the other way counts as inactive or inconclusive. Some of the compounds tested. The share of hits here may be higher or lower than overall.
1. CSCCC(NC(=O)COc1ccccc1)C(=O)OCCOc1ccc(Br)cc1 (stereo not given)
2. COc1ccc(S(=O)(=O)CCC(=O)N(C)c2ccc(OC)cc2OC)cc1
3. COC(=O)C(NC(=O)c1ccco1)(Nc1nc(C)cs1)C(F)(F)F (stereo not given)
4. COC(=O)c1ccc(N)c(CS(=O)(=O)c2ccc(Cl)cc2)c1
5. COC(=O)c1ccc(Sc2ccc(C)cc2)c(N)c1
6. COc1ccc(NC(=O)N2CCCC2C(=O)NC23CC4CC(CC(C4)C2)C3)cc1 (stereo not given)
7. CCO[C@H]1OC(C(=O)O)=C[C@@H](C(C)(C)C)[C@@H]1CCCO
8. COc1cc(OC)cc(-c2nnc(SCC(=O)NCc3cccs3)o2)c1

Compound	1	2	3	4	5	6	7	8
CCT modulator	0.1	-1.4	-6.8	1.9	-1.3	-4.0	-0.5	1.5
IL-2 act	-2.9	-1.0	-0.2	1.3	-1.0	-0.4	0.3	-2.2
PI5P4Ka inh	11	.	-6	-1	.	2	0	.
EPAC2 ag	11%	5%	-7%	6%	26%	1%	-1%	4%
WRN helicase inh	-13%	-8%	10%	6%	-10%	3%	-6%	-1%
EPAC1 antag	-26%	14%	-1%	9%	-16%	1%	-3%	9%
EPAC1 agonist	9%	-9%	13%	7%	22%	9%	2%	3%
PLK1 PBD inh	-1%	-10%	-15%	-6%	27µM*	-8%	-15%	-8%

9. CCOc1ccc(N(CC(=O)NCCSCc2ccco2)S(=O)(=O)c2ccc(F)cc2)cc1
10. COc1cccc(C2C3=C(CC(C)(C)CC3=O)Nc3n[nH]c(C)c32)c1 (stereo not given)
11. COc1ccccc1C1C=C(c2ccc(C)cc2)Nc2nnnn21 (stereo not given)
12. COc1ccc(S(=O)(=O)N2CCOC23CCN(S(C)(=O)=O)CC3)cc1
13. CCc1c(C)nc2c(OC)cccc2c1Cl
14. O=[N+]([O-])c1cc(S(=O)(=O)Nc2cccc(Cl)c2)ccc1N=Nc1c(O)[nH]c2ccccc12
15. Cc1cccc(NC(=S)NCc2ccco2)c1C
16. COc1cccc(NC(=O)CN(C)C(=O)Cc2c(C)nc3ccccc3c2C)c1

Compound	9	10	11	12	13	14	15	16
CCT modulator	-2.2	2.9	0.8	-1.9	-3.3	1.3	-0.2	-2.7
IL-2 act	1.5	1.1	0.3	1.1	-0.5	-5.4	0.6	5.9
PI5P4Ka inh	5	6	-2	2	6	-75*	-5	-16
EPAC2 ag	6%	-6%	6%	5%	1%	2%	9%	-2%
WRN helicase inh	-18%	-4%	-7%	7%	7%	-26%[57.1 µM]	-26%[57.1 µM]	0%
EPAC1 antag	-4%	-3%	-7%	1%	-8%	3%	-4%	5%
EPAC1 agonist	?	8%	6%	-3%	-11%	0%	0%	-6%
PLK1 PBD inh	-4%	-10%	-3%	0%	1%	84µM*	-11%	4%

17. CCCC(C)C(=O)Nc1nc(C)c(-c2csc(Nc3ccccc3OC)n2)s1 (stereo not given)
18. CC(C)c1nnc(NC(=O)C2CCCN(C(=O)Nc3ccc(F)cc3)C2)s1 (stereo not given)
19. O=C(OCC(=O)N1CCc2ccccc2C1)c1ccc(Cl)c([N+](=O)[O-])c1
20. COC(=O)C1=C(c2ccc(OC)cc2)OC(=O)C1(C)C
21. CCc1nccn1CCC(=O)NC1CC(C)(C)Cc2c1cnn2-c1cccc(F)c1 (stereo not given)
22. COc1ccc(S(=O)(=O)N(C)C)cc1NC(=O)CSc1nc(N)cc(N)n1
23. CCc1cc(C(=O)COc2ccc(F)cc2)c(O)cc1O
24. CCC(=O)Nc1nnc(SCC(=O)Nc2ccc3c(c2)OCO3)s1

Compound	17	18	19	20	21	22	23	24
CCT modulator	1.1	0.1	-0.7	-0.7	-1.0	0.3	5.9	-2.1
IL-2 act	-0.6	-0.7	0.0	0.5	-3.3	-2.4	0.9	-3.5
PI5P4Ka inh	-3	2	3	1	5	-3	-4	-15
EPAC2 ag	-2%	5%	21%	5%	4%	5%	13%	6%
WRN helicase inh	4%	8%	-11%	2%	-23%	-10%	-7%	?
EPAC1 antag	0%	-4%	-7%	-16%	15%	-6%	?	-8%
EPAC1 agonist	-27%	-7%	5%	-4%	3%	-4%	4%	-2%
PLK1 PBD inh	-9%	-4%	-14%	-13%	-3%	-9%	-13%	-4%

# Some values from the results shown:
# Entry of no. 17 in WRN helicase inh: 4%
# Entry of no. 19 in PI5P4Ka inh: 3
# Entry of no. 24 in EPAC1 antag: -8%

# The listing continues:
25. CCCCC(=O)Nc1ccc2c(c1)nc(CCN1CCN(c3ccccn3)CC1)n2C
26. CCOc1ccc(S(=O)(=O)Nc2cccc(C(=O)N(C)CC(=O)Nc3cccc(OC)c3)c2)cc1
27. CCOC(=O)CCC(=O)Nc1ccc(S(=O)(=O)N2CCCCC2)cc1
28. CN1CCN(C(=O)CCc2nnc3ccc(N4CCC5(CC4)OCCO5)nn23)CC1
29. CCN(C[C@H]1N[C@@](CC)(C(=O)OC)[C@H]2C(=O)N(C)C(=O)[C@@H]12)C(=O)COc1ccccc1
30. COc1c(F)c(F)c(C(=O)Nc2ccc3oc(-c4ccncc4)nc3c2)c(F)c1F
31. CC(=O)Nc1ccc(S(=O)(=O)Nc2nc3ccc(C)cc3s2)cc1
32. CCOC(=O)CCc1c(C)c2ccc(OCC(=O)N(CC)CC)c(C)c2oc1=O

Compound	25	26	27	28	29	30	31	32
CCT modulator	-1.0	0.9	3.3	-2.1	-4.1	0.1	-1.1	1.5
IL-2 act	-3.1	-2.2	-1.3	-0.1	-0.4	-0.4	-1.4	1.4
PI5P4Ka inh	-1	-2	1	-1	-11	-22	-8	13
EPAC2 ag	-5%	-1%	-2%	6%	9%	4%	7%	2%
WRN helicase inh	2%	-14%	5%	-7%	-1%	?	-7%	1%
EPAC1 antag	7%	-26%	0%	-7%	8%	-13%	-13%	7%
EPAC1 agonist	-13%	-8%	-3%	-8%	-8%	7%	14%	4%
PLK1 PBD inh	3%	-5%	1%	1%	-5%	-7%	-5%	0%

# 3 records picked at random from those above:
10. COc1cccc(C2C3=C(CC(C)(C)CC3=O)Nc3n[nH]c(C)c32)c1 (stereo not given)
11. COc1ccccc1C1C=C(c2ccc(C)cc2)Nc2nnnn21 (stereo not given)
6. COc1ccc(NC(=O)N2CCCC2C(=O)NC23CC4CC(CC(C4)C2)C3)cc1 (stereo not given)

Compound	10	11	6
CCT modulator	2.9	0.8	-4.0
IL-2 act	1.1	0.3	-0.4
PI5P4Ka inh	6	-2	2
EPAC2 ag	-6%	6%	1%
WRN helicase inh	-4%	-7%	3%
EPAC1 antag	-3%	-7%	1%
EPAC1 agonist	8%	6%	9%
PLK1 PBD inh	-10%	-3%	-8%

# The list goes on:
33. CC(C)c1cc(C(C)C)n2nc(N)nc2n1
34. COc1ccccc1NC(=O)/C(C#N)=C/C=C/c1ccco1
35. Cc1ccc(C)c(N2CCN(C(=O)CCc3nc(-c4ccccc4Cl)no3)CC2)c1
36. Cc1ccc(SC2CC(=O)N(c3ccc4c(c3)OCCO4)C2=O)cc1 (stereo not given)
37. Cc1ccc(S(=O)(=O)/N=C(/Nc2ccccc2C)c2ccccc2)cc1
38. COc1cccc(OC)c1OCC(O)CN1CCN(c2ccccc2F)CC1 (stereo not given)
39. COc1cc(C(=O)N2CCCCC2c2cc(C(=O)NC(C)C)no2)cc(OC)c1C (stereo not given)
40. C=CCNc1nc(N)c(C(=O)c2ccc3c(c2)OCO3)s1

Compound	33	34	35	36	37	38	39	40
CCT modulator	-0.1	0.2	-2.1	0.1	-2.6	0.8	0.7	-1.8
IL-2 act	-1.5	-0.6	-0.6	-3.5	-0.6	0.1	-0.6	-2.7
PI5P4Ka inh	2	.	22	1	-3	5	0	-1
EPAC2 ag	2%	-1%	16%	3%	4%	-2%	10%	1%
WRN helicase inh	9%	-5%[57.1 µM]	-10%	7%	0%	0%	-7%	-12%
EPAC1 antag	10%	2%	4%	14%	5%	-2%	-2%	1%
EPAC1 agonist	12%	-1%	5%	-7%	1%	-9%	-3%	-4%
PLK1 PBD inh	-3%	-4%	-12%	-22%	2%	0%	-10%	-3%

41. CCNC(=O)c1sc(=S)n(CC)c1N
42. COc1ccc(C(=O)NN/C=C/C(=O)c2ccc(Br)cc2)cc1
43. C/C(N)=C(/C#N)C(=O)CSc1nnc(-c2ccc3c(c2)OCO3)o1
44. CC1=CC=CC2=NC(=O)CC(C)(C(=O)O)N12 (stereo not given)
45. Cc1nn(C)c(C(=O)NNC(=S)Nc2ccc(F)cc2)c1[N+](=O)[O-]
46. O=C1CC(c2ccc(F)cc2)C2=C(CCCC2=O)N1 (stereo not given)
47. Cc1c(NC(=S)NC(=O)C(C)(C)C)c(=O)n(-c2ccccc2)n1C
48. Cc1ccc(OCc2ccc(C#N)cc2)c(C(=O)c2cc(C#N)c(=O)n(C3CC3)c2)c1

Compound	41	42	43	44	45	46	47	48
CCT modulator	-0.3	-0.7	-3.1	-0.9	-4.6	0.0	-2.3	-0.5
IL-2 act	-0.4	-2.3	2.0	0.7	2.1	-2.2	-0.2	-0.3
PI5P4Ka inh	-1	-9	.	-7	.	-12	4	0
EPAC2 ag	-19%	-2%	1%	4%	3%	-7%	29%	13%
WRN helicase inh	2%	11%	-18%	-1%	-10%	-11%[57.1 µM]	30%	11%
EPAC1 antag	7%	3%	4%	-17%	11%	3%	?	7%
EPAC1 agonist	9%	-6%	-3%	11%	-1%	6%	-2%	-4%
PLK1 PBD inh	27µM*	-12%	-7%	-6%	-8%	-4%	-9%	-6%

49. OC[C@@H]1CN(Cc2ccncc2)C[C@H](n2cnc3c(N4CCOCC4)ncnc32)O1
50. COc1cccc(CC2(CO)CCCN(Cc3cnn(-c4ccccc4)c3)C2)c1 (stereo not given)
51. O=[N+]([O-])c1cnccc1-n1nnc2ccccc21
52. CCCNC(=O)NC1CCCc2ccccc21 (stereo not given)

Compound	49	50	51	52
CCT modulator	1.7	0.0	-0.5	-0.2
IL-2 act	-0.5	1.3	-0.4	-0.7
PI5P4Ka inh	-1	4	-2	3
EPAC2 ag	5%	10%	7%	19%
WRN helicase inh	-1%	5%	-11%	9%
EPAC1 antag	-13%	-16%	5%	-9%
EPAC1 agonist	5%	5%	2%	10%
PLK1 PBD inh	-2%	4%	-14%	-9%

# Reprinted from above for reference:
51. O=[N+]([O-])c1cnccc1-n1nnc2ccccc21
52. CCCNC(=O)NC1CCCc2ccccc21 (stereo not given)

Compound	51	52
CCT modulator	-0.5	-0.2
IL-2 act	-0.4	-0.7
PI5P4Ka inh	-2	3
EPAC2 ag	7%	19%
WRN helicase inh	-11%	9%
EPAC1 antag	5%	-9%
EPAC1 agonist	2%	10%
PLK1 PBD inh	-14%	-9%

# Assay outcomes deposited in PubChem BioAssay by National Center for Advancing Translational Sciences (NCATS).
